# PfHsp40 yeast: compounds rescuing yeast from Plasmodium falciparum HSP40 toxicity | actives 0.68% (n = 340,000) | S. cerevisiae expressing PfHsp40, growth rescue, ATP luminescence | growth rescue, % at 12.5 µM; in the data active means growth rescue above about 28%, passing the limit was not always enough; inconclusive means no clear call, values can overlap the other calls;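 further: yeast W303a lacking pdr1 and pdr3 grown in galactose medium; growth measured after three days at 30 °C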
# FadD28 FP inh: inhibitors of Mycobacterium tuberculosis FadD28 bisubstrate binding; FadD28 bisubstrate probe binding, fluorescence polarization; inhibition, % at 12.5 µM; actives 0.22% (n = 360,000); in the data active means inhibition above about 8.5%, passing the limit was not always enough; inconclusive means no clear call, values can overlap the other calls
# FBA Mtb inh: inhibits M. tuberculosis FBA enzyme. P9WQA3. purified M. tuberculosis FBA, fluorescence read-out. inhibition, % at 1 µM. actives 2.3% (n = 360,000); in the data active means inhibition above about 27%;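 further: 0% = vehicle and 100% = reference inhibitor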
# Target sequence (P9WQA3 whole entry, looked up): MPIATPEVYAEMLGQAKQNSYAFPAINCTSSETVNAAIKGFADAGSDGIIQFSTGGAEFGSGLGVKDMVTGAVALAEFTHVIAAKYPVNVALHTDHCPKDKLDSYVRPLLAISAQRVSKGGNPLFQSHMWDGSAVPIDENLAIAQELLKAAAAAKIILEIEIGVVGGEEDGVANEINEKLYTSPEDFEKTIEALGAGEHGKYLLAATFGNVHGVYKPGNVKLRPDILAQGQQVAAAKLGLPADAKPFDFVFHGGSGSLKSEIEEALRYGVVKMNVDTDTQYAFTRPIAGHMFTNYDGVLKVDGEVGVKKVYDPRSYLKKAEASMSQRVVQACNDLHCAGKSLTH
# GDH-TPI inh: counter-screen for M. tuberculosis FBA inhibitors: GDH-TPI coupled enzymes; GDH-TPI coupled enzyme counterscreen, NADH absorbance; actives 1.2% (n = 360,000); inhibition, % at 4.8 µM; AID 588335; in the data active means inhibition above about 30%;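 further: 0% = DMSO wells and 100% = wells lacking the enzyme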
# Mtb BioA inh: blocks M. tuberculosis BioA enzyme activity; purified M. tuberculosis BioA enzyme, plate reader; inhibition, % at 9.99 µM; actives 0.096% (n = 360,000); AID 602481; in the data active means inhibition above about 40%; inconclusive means no clear call, values can overlap the other calls
# Yp Topo-I inh: Y. pestis Topo-I inhibition via cleavage products; activity, % at 10 µM; actives 0.064% (n = 360,000); Y. pestis Topo-I cleavage product accumulation, plate reader; in the data active means activity above about 50%, passing the limit was not always enough; inconclusive means no clear call, values can overlap the other calls; further: inactives centre near 2
# Vc quorum ag: induces V. cholerae light production without autoinducers; V. cholerae BH1578 lux reporter, luminescence, 6 h; activation, % at 18.7 µM; actives 0.16% (n = 350,000); in the data active means activation mostly above about 9.7%, no sharp cut-off; inconclusive means no clear call, values can overlap the other calls; inactive means mostly below about 3.7%; further: not every result past the cut was called active; inactives centre near 0; reference of the scale not given here
# Mtb UGM inh: inhibitors of M. tuberculosis UDP-galactopyranose mutase. P9WIQ1. purified UGM, fluorescence polarization probe displacement. inhibition, % at 10 µM. actives 0.06% (n = 320,000). AID 504406; in the data active means inhibition above about 10%, passing the limit was not always enough; inconclusive means no clear call, values can overlap the other calls
# Target sequence (P9WIQ1 whole entry, looked up): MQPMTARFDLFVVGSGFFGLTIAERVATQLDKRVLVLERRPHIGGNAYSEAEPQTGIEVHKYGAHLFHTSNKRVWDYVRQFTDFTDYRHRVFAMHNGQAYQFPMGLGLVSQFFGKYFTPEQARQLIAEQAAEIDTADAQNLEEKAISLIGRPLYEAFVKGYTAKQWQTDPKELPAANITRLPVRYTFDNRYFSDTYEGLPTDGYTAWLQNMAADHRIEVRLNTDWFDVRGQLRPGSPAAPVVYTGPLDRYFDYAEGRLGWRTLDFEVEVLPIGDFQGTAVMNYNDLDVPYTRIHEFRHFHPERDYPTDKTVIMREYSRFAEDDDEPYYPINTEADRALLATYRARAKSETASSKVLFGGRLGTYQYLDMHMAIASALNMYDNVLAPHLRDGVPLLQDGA
# TcdB GH inh: inhibitors of Clostridioides difficile toxin B glycohydrolase | P18177 | AID 652162 | inhibition, % at 9.99 µM | TcdB glycohydrolase enzymatic assay, plate reader | actives 0.24% (n = 350,000); in the data active means inhibition above about 10%
# The depositor's hits bear a star; i = inactive; ? = inconclusive; · = not tested or not shown.
Molecule	TcdB GH inh	Mtb UGM inh	FBA Mtb inh	Mtb BioA inh	FadD28 FP inh	Vc quorum ag	GDH-TPI inh	PfHsp40 yeast	Yp Topo-I inh
Cc1ccc(NC(=O)CSCC(=O)OC(C)C(=O)Nc2ccc(S(N)(=O)=O)cc2)c(C)c1 (stereo not drawn)	2.9	-1.0	2.8	·	-3.2	i	2.8	-0.1	11.3
COC(=O)c1ccc(N2C(=O)CC(SCCN)C2=O)cc1 (stereo not drawn)	·	-0.5	2.9	0.2	-1.4	-0.1	6.2	-0.8	-8.9
O=C(c1cccc(NS(=O)(=O)c2cccc(F)c2)c1)N1CCCC1	0.1	·	1.1	-1.0	1.0	2.2	1.0	0.7	-2.3
Nc1c(C(=O)O)sc2nc3c(cc12)CCCC3	0.4	2.0	0.3	0.5	-11.3	-0.6	-6.1	·	6.3
COc1ccc(CNc2nc(-c3cccnc3)nn2S(C)(=O)=O)cc1	-0.3	0.1	0.6	3.5	-0.7	-0.2	-4.3	-0.6	4.1
CCSc1c(C(=O)NC)ccc2c1C(=O)c1ccccc1C2=O	·	-1.3	1.4	·	1.4	i	5.4	0.4	-2.9
O=C(CCCn1c(=S)[nH]c2ccccc2c1=O)N1CCOCC1	·	-2.0	3.5	0.5	2.3	0.9	-8.1	-0.1	0.0
Cc1ccsc1C1C(C#N)=C(N)OC2=C1C(=O)CC(C)C2 (stereo not drawn)	1.8	1.1	2.4	·	-0.6	i	2.2	0.0	-2.2
O=C(C1CCC1)N1CCN(S(=O)(=O)c2ccc(Br)cc2Cl)CC1	0.2	1.0	0.7	5.0	-3.3	-2.3	-3.5	0.5	2.7
Cc1cc(C)nc(N2CCCC(C(=O)Nc3nnc(C)s3)C2)n1 (stereo not drawn)	·	1.6	3.7	-3.1	0.1	-0.5	9.5	0.3	4.5
COc1ccc(CCC(=O)Nc2ccc(OC)c(S(=O)(=O)N3CCCCC3)c2)cc1	0.1	0.9	0.5	0.2	·	-2.6	2.8	-0.9	22.5
CCc1c(C)nc(N)n2c(SCC(=O)N3CCCC(C)C3)nnc12 (stereo not drawn)	·	5.8	1.6	·	0.3	-0.1	0.3	0.1	-12.2
Cc1noc(C)c1CSCC(=O)Nc1cc(Cl)ccc1N1CCOCC1	1.1	0.7	-1.1	8.5	-1.9	3.6	2.4	1.9	12.4
CN1CCN(S(=O)(=O)c2ccc(NC(=S)NC(=O)C3CCCC3)cc2)CC1	1.4	-0.5	-0.1	0.1	-3.8	-0.3	3.8	-2.1	15.4
Cc1cc(Cl)ccc1C(=O)C1CCCN(Cc2ccon2)C1 (stereo not drawn)	0.4	-3.7	-4.9	·	-5.4	-3.1	-14.1	-0.2	8.4
O=C1CC(c2nc3ccccc3[nH]2)CN1c1ccccc1F (stereo not drawn)	0.4	-3.2	3.3	0.9	-1.4	-0.6	-4.7	-1.3	-4.4
O=C(Nc1cccc2ncccc12)c1ccc(F)cc1	0.2	-3.1	-1.7	·	-3.3	-0.2	-5.3	-1.9	0.8
CCOc1ccc(Nc2ncnc3c2cnn3C)cc1	1.5	0.5	-0.7	0.2	-1.7	i	1.5	3.7	-2.8
O=[N+]([O-])c1cccc(/C=C/c2ccncc2)c1	1.7	-1.0	-2.8	·	-1.8	-0.8	0.0	-0.7	-2.4
NC1=NC(=O)/C(=C/c2ccccc2OS(=O)(=O)c2ccccc2)S1	·	4.0	0.8	1.6	-1.6	-0.4	19.6	-0.7	13.2
COc1ccc(S(=O)(=O)NCC2CCCN(Cc3ccc(C)o3)C2)cc1 (stereo not drawn)	-1.3	-1.4	-1.4	2.2	-1.3	-0.5	6.0	0.1	11.6
CCc1nc(C)cn1S(=O)(=O)c1cc(OC)c(C)cc1C	·	0.0	-0.2	-0.3	-1.7	-0.4	2.5	-1.7	-6.3
CNC(=O)c1ccccc1S(=O)c1ccccc1C#N (stereo not drawn)	·	1.3	1.3	-0.2	0.1	-0.5	2.2	0.9	1.6
O=C(CN1CCC(O)(c2ccccc2)CC1)Nc1ccc2c(c1)OCCO2	0.0	1.1	0.6	-0.1	1.0	i	-3.8	0.9	-2.5
O=C(COC(=O)C1CC(=O)N(Cc2ccccc2)C1)Nc1ccc([N+](=O)[O-])cc1Br (stereo not drawn)	0.3	·	-3.1	-0.4	-3.4	-4.5	5.6	·	-1.9
CN(C)c1ccc(C(=O)N2CCCC(CCC(=O)N3CCN(c4ccccn4)CC3)C2)cc1 (stereo not drawn)	1.2	0.0	1.0	1.3	-0.9	-4.3	1.7	1.0	29.3
COc1ccc(C2C(C(=O)O)c3ccccc3C(=O)N2C)cc1Br (stereo not drawn)	·	3.2	2.1	1.8	-2.3	i	-3.5	-0.8	-0.6
O=C(NNc1ccccc1[N+](=O)[O-])NC1CCCCC1	0.0	1.0	-3.1	·	0.4	-0.8	8.0	-0.6	4.4
C#Cc1ccc2c(c1)COc1c3ccccc3nn1-2	-0.5	-0.6	-0.9	-3.2	-0.3	i	16.7	2.6	1.4
CCC(=O)Nc1ccc(-c2nn3c(C)nnc3s2)cc1C	·	-1.3	2.8	-0.7	0.0	·	4.2	-1.8	-2.4
CN(C)C(=O)CCC(=O)N1CCCC(C(=O)c2ccc(C(F)(F)F)cc2)C1 (stereo not drawn)	1.0	-1.8	-1.7	-0.8	-4.0	-0.2	16.9	-0.6	0.1
O=C(Nc1cccc([N+](=O)[O-])c1)Nc1cnccn1	-1.2	-4.0	4.3	-2.0	-1.9	i	8.0	-2.6	-1.2
CC(C)(C)C(=O)Nc1ccccc1-c1nc2ccccc2[nH]c1=O	0.4	-0.6	-0.3	0.5	-3.3	-0.3	21.0	0.4	3.9
Cc1cc(C(=O)NNC(=S)NCC(C)C)cs1	-0.6	0.5	0.6	·	0.8	-0.2	8.6	0.1	3.3
Cc1ccc2c(c1)c1cccc3c1n2CCN3CCC(N)=O	·	0.6	49.0*	·	1.7	i	6.0	-1.1	-12.1
CC(=O)N/C(=N\c1nc(C)cc(C)n1)Nc1ccc(Cl)cc1Cl	1.4	0.8	2.1	-1.7	-0.8	-0.6	11.6	-0.4	-10.1
OC(c1ccccc1)(c1ccccc1)C1CCN(C(=S)Nc2ccc(F)cc2)CC1	1.4	2.5	4.5	-1.2	-2.4	-0.5	11.1	1.5	4.2
O=C(COC(=O)c1ccccc1Cc1ccccc1)Nc1ccc(SC(F)F)cc1	0.3	0.2	-3.0	-0.7	-4.8	-0.3	-4.1	4.9	-5.5
COc1ccccc1NC(=O)/C(C#N)=C/c1cccnc1	1.8	0.2	0.6	0.7	-1.9	i	2.1	-1.2	8.8
O=C(Cn1cc([N+](=O)[O-])cn1)N1CCc2ccccc2C1	1.4	-2.7	-1.4	·	-1.9	3.7	6.2	-2.3	9.5
Cc1ccc(S(=O)(=O)N2CCCCC2)cc1NC(=O)C1CCCO1 (stereo not drawn)	0.4	-2.6	-0.6	·	-0.3	i	-7.0	-1.5	4.9
CC(=O)O[C@@H]1[C@H]2CC[C@@H]3[C@]1(C[C@@H](OC(C)=O)[C@@]1(O)C([C@@H]4O[C@@H]4C1(C)C)[C@]3(C)O)C[C@@]2(C)O (stereo partly drawn)	0.0	2.3	-3.3	-1.2	-1.4	-0.6	0.0	-0.8	3.5
CN1CCN(c2nc3c(c(=O)[nH]c(=O)n3C)n2Cc2ccc(Cl)cc2)CC1	1.0	2.9	0.7	5.0	-1.5	0.2	5.4	0.1	3.4
CN1CCN(C(=O)c2cc([N+](=O)[O-])cc([N+](=O)[O-])c2)CC1	0.2	0.9	-0.4	-0.3	-1.9	i	15.4	0.5	0.6
Cc1ccc(CSCCNC(=O)CN(c2ccccc2)S(C)(=O)=O)cc1	0.1	2.4	3.5	·	-1.8	0.2	-7.6	-1.9	-2.0
CC1(C)C(=O)C2(CCCCC2)C(=O)OC1c1cccs1 (stereo not drawn)	·	-2.4	-1.0	-1.4	0.1	i	10.7	-0.1	4.2
COC(=O)c1cc2ccccc2n1S(=O)(=O)c1ccccc1	0.6	-1.7	-0.3	0.2	-14.9	-0.1	3.9	-1.0	18.4
CC(=O)N1CCN(c2ccccc2NC(=O)COc2ccccc2C)CC1	0.4	-0.3	1.3	0.8	0.9	-0.9	0.3	1.0	20.4
O=C(COc1ccccc1)Nc1ccc2[nH]c(=O)[nH]c2c1	1.6	2.7	5.2	-1.4	-0.7	i	11.1	0.0	6.7
CCN(C(=O)CN1CCN(Cc2ccccc2)CC1)c1c(N)n(Cc2ccccc2)c(=O)[nH]c1=O	1.6	0.4	3.9	·	-0.5	-0.3	8.0	0.1	3.6
COc1ccc(C(C)NC(=O)C2C(=O)NC3(C)CC2c2ccccc2O3)cc1 (stereo not drawn)	·	2.2	-1.8	2.2	-22.8	i	3.8	-1.3	3.4
CS(=O)(=O)N1N=C(c2ccc(Br)cc2)CC1c1cccs1 (stereo not drawn)	·	-2.1	-2.2	-2.5	-0.5	-5.9	-1.4	-0.4	4.3
Cc1cc(=O)n(-c2ccccc2Cl)[nH]1	-3.0	-2.3	5.7	·	0.6	-0.9	9.0	-0.7	-2.0
Cc1nn(-c2ccccc2)c2[nH]c(C(F)(F)F)cc(=O)c12	·	0.0	7.5	-0.1	-9.2	i	9.7	1.5	-0.6
CCS(=O)c1ccccc1C(=O)OC(C)C(=O)Nc1ccc(S(=O)(=O)N2CCCC2)cc1 (stereo not drawn)	-0.7	1.7	4.7	·	-0.9	-10.0	1.0	-0.2	-10.9
CCOc1ccc(N(C)C(=O)CCc2nnc3ccc(N4CCCC4)nn23)cc1	-0.7	2.5	0.9	1.1	-0.8	-0.3	7.4	0.4	5.8

# Going on with the list:
Molecule	TcdB GH inh	Mtb UGM inh	FBA Mtb inh	Mtb BioA inh	FadD28 FP inh	Vc quorum ag	GDH-TPI inh	PfHsp40 yeast	Yp Topo-I inh
O=C(c1cnn2c(C(F)(F)F)cc(-c3ccc(F)cc3)nc12)N1CCc2ccccc2C1	-1.0	-0.3	1.3	-0.3	-2.9	i	17.5	2.4	17.6
c1ccc(SCc2nc(-c3ccncc3)no2)cc1	1.2	-0.9	-1.7	-0.8	-1.3	0.9	-10.2	0.9	6.8
Fc1cccc(Cl)c1-c1nnc2ccc3ccccc3n12	9.7	1.6	-1.1	·	-2.1	i	-3.5	-0.3	-1.7
Cc1nnc(-c2ccc(Oc3ccc(Cl)cc3)c([N+](=O)[O-])c2)o1	-0.2	-0.2	-1.3	·	-1.4	i	9.2	3.1	0.7
Cc1noc(C)c1S(=O)(=O)N1CCC(C(=O)NC2CCN(Cc3ccccc3)CC2)CC1	·	-1.3	2.2	-4.1	-0.1	i	1.2	-0.7	-6.8
CC(C)c1nnc(NC(=O)c2cccs2)s1	9.5	-0.2	-1.2	-0.7	1.1	-0.2	17.7	0.6	2.6
Cn1cc(C(=O)c2ccc(Cl)cc2Cl)cc1C(=O)N/N=C(\N)COc1ccc(Cl)cc1Cl	·	0.3	3.9	·	-1.0	0.8	21.7	?	?
O=C(c1ccc(NS(=O)(=O)c2ccccc2)cc1)N1CCN(Cc2ccc3c(c2)OCO3)CC1	·	1.8	1.4	1.6	-0.6	i	6.6	-0.9	18.2
Cc1cccc(C)c1NC(=O)C(c1ccccc1OC(F)(F)F)N1CCN(C/C=C/c2ccccc2)CC1 (stereo not drawn)	-0.8	·	-0.7	6.7	-4.4	·	·	·	·
COc1cc(OC)c2c(-c3ccccc3)cc(=O)oc2c1C(CC(=O)N1CCN(c2ccccc2)CC1)c1ccc(N(C)C)cc1 (stereo not drawn)	0.7	1.3	-2.2	1.1	-2.6	-0.8	11.2	-1.1	21.9
O=C(CN1C(=O)NC2(CCCCC2)C1=O)Nc1ccc2[nH]c(=O)[nH]c2c1	1.5	1.4	1.1	-0.1	-2.2	i	0.0	-0.7	0.7
